SENP1 inh – human SENP1 catalytic domain inhibitors, primary screen, biochemical, FRET, uHTS | Sentrin-specific protease 1 (Homo sapiens), Q9P0U3 | recombinant SENP1 catalytic domain, CyPet-SUMO1-YPet FRET cleavage | inhibition, % at 10 µM | 0.21% of 360,000 active | AID 624204, 2012;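 active = inhibition at least 30% at 10 µM, raw YFP signal under a set limit, fluorescence ratio 0.5 to 1.5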;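 note: 0% = enzyme with DMSO and 100% = no enzyme wells; some results filed as inactive read as strong as hits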
Target sequence (Q9P0U3 419-644 limits assumed): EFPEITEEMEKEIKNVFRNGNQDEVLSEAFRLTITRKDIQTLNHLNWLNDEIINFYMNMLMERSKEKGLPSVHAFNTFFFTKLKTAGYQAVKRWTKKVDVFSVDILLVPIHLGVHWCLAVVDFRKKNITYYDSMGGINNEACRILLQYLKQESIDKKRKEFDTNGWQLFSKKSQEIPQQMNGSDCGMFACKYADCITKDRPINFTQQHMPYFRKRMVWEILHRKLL
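Assay system – human recombinant His6-tagged SENP1 catalytic domain enzyme · Input – SENP1 enzyme, 20 pM final · Buffer or medium – Tris pH 8 buffer plus EDTA, NaCl, BME, BSA, NP40, catalase · Schedule – 50 min reaction at room temperature · Technique – FRET read of cyan and yellow fluorescence · Control set – no-enzyme wells low, DMSO-plus-enzyme wells high control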
SENP8 inh – human SENP8 protease inhibitors, primary screen, biochemical, fluorescence, Nedd8 protein substrate, uHTS | inhibition, % at 20 µM | recombinant SENP8 | Sentrin-specific protease 8 (Homo sapiens), Q96LD8 | 0.64% of 360,000 active; in the data active = inhibition mostly above about 40%, no sharp cut-off; inactive = mostly below about 27%
Target sequence (Q96LD8 whole entry, looked up): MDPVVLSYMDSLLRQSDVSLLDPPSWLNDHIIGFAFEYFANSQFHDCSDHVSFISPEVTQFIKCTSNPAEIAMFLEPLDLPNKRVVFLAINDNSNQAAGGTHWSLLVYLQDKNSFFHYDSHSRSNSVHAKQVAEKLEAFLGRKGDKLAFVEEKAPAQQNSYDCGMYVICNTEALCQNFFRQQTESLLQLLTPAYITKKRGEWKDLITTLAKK
Numbers without * were called inactive.

For CCC(c1nnnn1-c1c(C)cccc1C)N1CCN(c2ccc(C(F)(F)F)cc2[N+](=O)[O-])CC1 (stereo not drawn) the results were SENP1 inh 4 and SENP8 inh 25.
O=C1Nc2ccccc2-n2nnnc2C1N1CCc2ccccc2C1 (stereo not drawn) was read as SENP1 inh -8 and SENP8 inh 15.
For CN(Cc1ccccc1)C(=O)c1csc(COCCO)n1 the results were SENP1 inh -2 and SENP8 inh 4.
`CC(=O)Nc1ccc(CN2C(=O)C(Cc3ccccc3)ON=C2c2ncccc2C)cc1` (stereo not drawn) gave SENP1 inh -3 and SENP8 inh 6.
For C[C@@H](NC(=O)[C@@H]1CCCN1C(=O)OC(C)(C)C)c1ccccc1 the results were SENP1 inh 2 and SENP8 inh 22.
Screening CCOC(=O)C1(C)CCCN(C(=O)c2cccc(OC(F)(F)F)c2)C1 (stereo not drawn) returned SENP1 inh -1 and SENP8 inh 6.
`COc1ccccc1CC1(C)C(=O)Nc2ccc(S(=O)(=O)NC3CCCCC3)cc21` (stereo not drawn) gave SENP1 inh -1 and SENP8 inh 12.
CC(C(=O)NC1CCCC1)n1c(C2CC2)nc2ccccc21 (stereo not drawn) was read as SENP1 inh 2 and SENP8 inh 17.
`CC(C)Nc1ncnc2c1ncn2[C@H]1CN(Cc2cccnc2)C[C@@H](CO)O1` gave SENP1 inh -2 and SENP8 inh -10.
`O=C(Nc1ccc(F)cc1)C(c1cccc(F)c1)N1CCN(c2ccncc2)CC1` (stereo not drawn) gave SENP1 inh 1 and SENP8 inh 7.
Screening CC(=O)Nc1ccc(-c2ccnc3c2CC(C)(C(=O)Nc2cccc(C(F)(F)F)c2)O3)cc1 (stereo not drawn) returned SENP1 inh 1 and SENP8 inh -7.
Screening Cc1ccc2oc(NC3=NC4(CCCC4)C4=C(CCCC4=O)N3)nc2c1 returned SENP1 inh -12 and SENP8 inh -318.
For Cc1cc(C)n(CCNC(=O)[C@H]2O[C@@H](n3ccc(=O)[nH]c3=O)[C@H](O)[C@@H]2O)n1 the results were SENP1 inh -2 and SENP8 inh 16.
CC(C)(C)S(=O)N1Cc2cc(C(=O)NCc3ccc4c(c3)OCO4)nc(-c3cccc(-c4cc5ccccc5o4)c3)c2[C@@H]1CCO (stereo partly drawn) was read as SENP1 inh -5 and SENP8 inh -53.
CCOC(=O)[C@]12CCC=C1N(CCC1=CCCCC1)C(=O)[C@H](CC(=O)NCc1cccc(C(F)(F)F)c1)C2 was read as SENP1 inh -8 and SENP8 inh 15.
Screening COc1cccc(C(C)(O)c2nc(-c3ccc(OC)nc3)cs2)c1 (stereo not drawn) returned SENP1 inh 3 and SENP8 inh 10.
`COc1cccc(C(NC(C)=O)c2nc(-c3cccs3)cs2)c1` (stereo not drawn) gave SENP1 inh 4 and SENP8 inh 2.
Screening O=C(Nc1ccccc1Cl)c1cc(C2CCCCN2S(=O)(=O)c2ccccc2)on1 (stereo not drawn) returned SENP1 inh 2 and SENP8 inh 7.
For Cc1ccc(CNC(=O)[C@H]2O[C@@H](n3cnc4c(N)ncnc43)[C@H](O)[C@@H]2O)o1 the results were SENP1 inh -2 and SENP8 inh 29.
Cc1ccc(C)c(NC(=O)C2(C)CCCN2C(=O)C(C)C)c1 (stereo not drawn) was read as SENP1 inh 1 and SENP8 inh 7.
Screening Cc1ccc(S(=O)(=O)N[C@H]2CCC[C@@H]2O)cc1 returned SENP1 inh 1 and SENP8 inh 13.
`COP(=O)(OC)OC(C(=O)c1ccccc1)c1ccccc1` (stereo not drawn) gave SENP1 inh 2 and SENP8 inh 10.
`C(=C\c1ccccc1)/CN1CCN(C(CCc2ccccc2)c2nnnn2C2CCCC2)CC1` (stereo not drawn) gave SENP1 inh -1 and SENP8 inh 26.
`COc1ccc(CN2C[C@@H](CO)O[C@@H](n3cnc4c(NCc5cc(OC)c(OC)c(OC)c5)ncnc43)C2)cc1` gave SENP1 inh 0 and SENP8 inh 4.
Screening CC(=O)Nc1ccc(C(=O)N2CCCCC2c2cc(C(=O)NC(C)C)no2)cc1 (stereo not drawn) returned SENP1 inh 3 and SENP8 inh 10.
For Cc1cccc(CN2CCN(C3CN(CCc4ccccc4)S(=O)(=O)C3)CC2)c1 (stereo not drawn) the results were SENP1 inh -1 and SENP8 inh 9.
O=C(C[C@H]1C=C[C@@H](NS(=O)(=O)c2ccccc2)[C@@H](CO)O1)NCc1ccc(Cl)c(Cl)c1 was read as SENP1 inh 1 and SENP8 inh 23.
`Nc1ncnc2c1ncn2[C@@H]1O[C@H](C(=O)N2CCN(c3ccc(Cl)cn3)CC2)[C@@H](O)[C@H]1O` gave SENP1 inh 0 and SENP8 inh -137.
Screening COC(=O)C1=CN(c2ccc(C)cc2)C(N)=C(C#N)C1c1ccc(OC)cc1 (stereo not drawn) returned SENP1 inh -11 and SENP8 inh -90.
Screening O=C(NCCc1ccc2c(c1)OCO2)Oc1ccccc1 returned SENP1 inh -3 and SENP8 inh 12.
`CC(=O)NC(c1ccccc1)c1nc(-c2cccc(C#N)c2)cs1` (stereo not drawn) gave SENP1 inh 2 and SENP8 inh 19.
COc1ccc(-c2csc(C(NC(C)=O)c3cccc(F)c3)n2)cc1 (stereo not drawn) was read as SENP1 inh 3 and SENP8 inh 9.
COc1ccc(-c2csc(C(C)(O)c3ccncc3)n2)cc1OC (stereo not drawn) was read as SENP1 inh 2 and SENP8 inh 13.
Screening COc1ccc(S(=O)(=O)NC(=O)C2(C)CCN2C(=O)C2(c3ccc(Cl)cc3)CCC2)cc1 (stereo not drawn) returned SENP1 inh 3 and SENP8 inh 25.
`COCOc1cccc(CN2CCC2(C)C(=O)Nc2cc(OC)ccc2OC)c1` (stereo not drawn) gave SENP1 inh -1 and SENP8 inh 5.
Screening Cc1ccc(S(=O)(=O)NC(=O)Cn2nnc(-c3ccccc3)c2COc2ccc3ccccc3c2)cc1 returned SENP1 inh 2 and SENP8 inh 11.
`COCc1cccc(-c2csc(C(NC(C)=O)c3ccc(F)c(F)c3)n2)c1` (stereo not drawn) gave SENP1 inh 0 and SENP8 inh -42.
CC1(C(=O)Nc2ccc3ccccc3c2)CCC(=O)N1CCc1c[nH]c2ccccc12 (stereo not drawn) was read as SENP1 inh -2 and SENP8 inh 9.
COc1ccc(NC(=O)C2(C)CCN2Cc2ccc3ccccc3c2)cc1OC (stereo not drawn) was read as SENP1 inh 1 and SENP8 inh 19.
`COc1cccc(-c2nc(-c3cccc(C)c3)nc3cc(Cl)ccc23)c1` gave SENP1 inh 4 and SENP8 inh 12.
Screening COc1cc(Cn2c3ccc(NC(=O)CC(C)(C)C)cc3c(=O)n2C)ccc1F returned SENP1 inh 10 and SENP8 inh -491.
For CCOC(=O)C1(C)CCN1C(=O)/C=C/c1ccccc1 (stereo not drawn) the results were SENP1 inh 0 and SENP8 inh 11.
`CCc1ccc([C@H]2[C@@H]3C(=O)C[C@@H]4C(=O)N(C5CCCCC5)C(=O)[C@@H]4[C@@H]3CN2S(=O)(=O)c2ccc(C)cc2)cc1` gave SENP1 inh -5 and SENP8 inh 15.
`COc1ccc(Cc2c(C3CCCCC3)nc3ccc(Cl)cn23)c(C)c1` gave SENP1 inh -11 and SENP8 inh -40.
For O=C1CC(c2ccccc2)CC2=C1C1(CCCC1)N=C(Nc1nc3ccccc3o1)N2 (stereo not drawn) the results were SENP1 inh -1 and SENP8 inh -256.

Part of the list above in order of molar mass, high to low:
Screening Cc1ccc(S(=O)(=O)NC(=O)Cn2nnc(-c3ccccc3)c2COc2ccc3ccccc3c2)cc1 returned SENP1 inh 2 and SENP8 inh 11.
Screening COc1ccc(S(=O)(=O)NC(=O)C2(C)CCN2C(=O)C2(c3ccc(Cl)cc3)CCC2)cc1 (stereo not drawn) returned SENP1 inh 3 and SENP8 inh 25.
For O=C1CC(c2ccccc2)CC2=C1C1(CCCC1)N=C(Nc1nc3ccccc3o1)N2 (stereo not drawn) the results were SENP1 inh -1 and SENP8 inh -256.
`COCOc1cccc(CN2CCC2(C)C(=O)Nc2cc(OC)ccc2OC)c1` (stereo not drawn) gave SENP1 inh -1 and SENP8 inh 5.
Screening COc1cc(Cn2c3ccc(NC(=O)CC(C)(C)C)cc3c(=O)n2C)ccc1F returned SENP1 inh 10 and SENP8 inh -491.
COc1ccc(NC(=O)C2(C)CCN2Cc2ccc3ccccc3c2)cc1OC (stereo not drawn) was read as SENP1 inh 1 and SENP8 inh 19.
`COCc1cccc(-c2csc(C(NC(C)=O)c3ccc(F)c(F)c3)n2)c1` (stereo not drawn) gave SENP1 inh 0 and SENP8 inh -42.
`COc1ccc(Cc2c(C3CCCCC3)nc3ccc(Cl)cn23)c(C)c1` gave SENP1 inh -11 and SENP8 inh -40.
`COc1cccc(-c2nc(-c3cccc(C)c3)nc3cc(Cl)ccc23)c1` gave SENP1 inh 4 and SENP8 inh 12.
COc1ccc(-c2csc(C(NC(C)=O)c3cccc(F)c3)n2)cc1 (stereo not drawn) was read as SENP1 inh 3 and SENP8 inh 9.
COc1ccc(-c2csc(C(C)(O)c3ccncc3)n2)cc1OC (stereo not drawn) was read as SENP1 inh 2 and SENP8 inh 13.
Screening O=C(NCCc1ccc2c(c1)OCO2)Oc1ccccc1 returned SENP1 inh -3 and SENP8 inh 12.
For CCOC(=O)C1(C)CCN1C(=O)/C=C/c1ccccc1 (stereo not drawn) the results were SENP1 inh 0 and SENP8 inh 11.

The listing continues.
For CC(C)(C(=O)N1CCC1(C)C(=O)NS(=O)(=O)c1cccc(Cl)c1)c1ccccc1 (stereo not drawn) the results were SENP1 inh 2 and SENP8 inh -2.
Screening CCCCCCCCN1C(=O)[C@H](CC(=O)N2CCCC2)C[C@@]2(C(=O)OC)CCCCC=C12 returned SENP1 inh 3 and SENP8 inh 12.
Screening O=C(NN=Cc1ccc(O)c(O)c1)c1ccccc1 returned SENP1 inh 0 and SENP8 inh -16.
For CCNC(=O)C1(C)CCN(C(=O)c2cccc(Cl)c2)C1 (stereo not drawn) the results were SENP1 inh 2 and SENP8 inh 20.
For c1ccc(COc2cccc(-c3cc4nc(NCCN5CCOCC5)ccn4n3)c2)cc1 the results were SENP1 inh -3 and SENP8 inh inactive.
For Cn1cc(Cc2ccc(C(=O)N3CCN(Cc4ccccc4)CC3)cn2)c2ccccc21 the results were SENP1 inh -1 and SENP8 inh -13.
Screening CC1(C(=O)NCC2CCOCC2)Cc2c(-c3cccc(C(F)(F)F)c3)ccnc2O1 (stereo not drawn) returned SENP1 inh -2 and SENP8 inh 11.
`CCCCOCCCNC(=O)C[C@@H]1C[C@@]2(C(=O)OCC)CCCC=C2N(Cc2ccc3c(c2)OCO3)C1=O` gave SENP1 inh 3 and SENP8 inh 25.
Screening CC(C)(C(=O)N1CCC1(C)C(=O)NS(=O)(=O)c1ccc(Br)cc1)c1ccccc1 (stereo not drawn) returned SENP1 inh 1 and SENP8 inh 3.
`COCCN1C(=O)CCC1(C)c1nnnn1-c1ccc2c(c1)OCCO2` (stereo not drawn) gave SENP1 inh 3 and SENP8 inh 11.
Screening O=S1(=O)CC(N2CC=CC2)CN1Cc1cn(Cc2cccc(Cl)c2)nn1 (stereo not drawn) returned SENP1 inh 1 and SENP8 inh 16.
Screening COc1cccc(-c2nc3nc(C)cc(C)n3c2Nc2ccc3c(c2)OCCO3)c1 returned SENP1 inh 5 and SENP8 inh -27.
`C=CCN(CC=C)Cc1cc(=O)oc2cc(OC)c(Cl)cc12` gave SENP1 inh 0 and SENP8 inh -26.
CCOC(=O)C1CCCN(C(=O)c2cccc(C(F)(F)F)c2)CC1 (stereo not drawn) was read as SENP1 inh 0 and SENP8 inh 23.
Screening Cc1cccc(-c2cc(NC=O)c3ncc(-c4cccc(C(=O)N(C)C)c4)n3c2)c1 returned SENP1 inh -19 and SENP8 inh -423.
For CCOC(=O)C1(C)CCN1C(=O)c1c(F)cccc1F (stereo not drawn) the results were SENP1 inh 1 and SENP8 inh 3.
Screening COCCCN1C(=O)C(CC(=O)NCCCN(C)C)CC(C(=O)N(C(C)C)C(C)C)=C1C (stereo not drawn) returned SENP1 inh 0 and SENP8 inh 8.
For O=C(NCc1cccnc1)c1cc(C2CCCCN2S(=O)(=O)c2cccc3cccnc23)on1 (stereo not drawn) the results were SENP1 inh -1 and SENP8 inh 12.
`O=C1C=C(OCCCl)CC(c2cccc(Cl)c2)O1` (stereo not drawn) gave SENP1 inh 1 and SENP8 inh 21.
CC1(C(=O)N2CCN(C(=O)c3ccco3)CC2)CCN1Cc1ccccc1OC(F)F (stereo not drawn) was read as SENP1 inh -1 and SENP8 inh 8.
`Cc1ccc(Cl)cc1-c1cc(C(=O)NCc2ccco2)[nH]n1` gave SENP1 inh 4 and SENP8 inh 9.
COc1ccc([C@H]2C[C@H](O)C[C@@H](CCn3cc(-c4ccccc4)nn3)O2)cc1 was read as SENP1 inh -9 and SENP8 inh 16.
For CCc1nc2ccc(C(=O)Nc3cccc(NS(C)(=O)=O)c3)cn2c1N(CCC(C)C)CCN(C)C the results were SENP1 inh -8 and SENP8 inh 8.
For CCOC(=O)[C@]12CCC=C1N(Cc1ccccc1)C(=O)[C@H](CC(=O)NCc1ccccc1)C2 the results were SENP1 inh -2 and SENP8 inh -38.
For CC1=C2CCCC[C@@]23C2C(=O)N(C)C(=O)[C@@H]2ON3OC1 (stereo partly drawn) the results were SENP1 inh 0 and SENP8 inh 29.
CC(=O)NC(c1cccc(F)c1)c1nc(-c2ccc(C)c(C)c2)cs1 (stereo not drawn) was read as SENP1 inh 2 and SENP8 inh -1.

2 successive compounds already listed, for reference:
For CCOC(=O)[C@]12CCC=C1N(Cc1ccccc1)C(=O)[C@H](CC(=O)NCc1ccccc1)C2 the results were SENP1 inh -2 and SENP8 inh -38.
For CC1=C2CCCC[C@@]23C2C(=O)N(C)C(=O)[C@@H]2ON3OC1 (stereo partly drawn) the results were SENP1 inh 0 and SENP8 inh 29.

Screening data from PubChem.

A portion of the library; rates above refer to the full screens.
